Assay outcomes as filed in PubChem BioAssay.
GRP78 ERSR act – qHTS for Inducers of the Endoplasmic Reticulum Stress Response (ERSR) in Human Glioma: qHTS. 420,000 compounds, 0.02% hits. U87-MG GRP78 promoter luciferase reporter, 16 h. AID 602332, 2012. Potency, µM, for the others: top-dose activation, actives largely listed as activators; note: potency is the fitted concentration of half-maximal effect; series mostly up to about 76 µM; % of control where 0% means no effect; nearly all actives have a fitted effect of over 35% in size
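Stably transfected U87-MG glioma cells carrying a GRP78-based luciferase sensor; 16 h compound incubation. Luminescence end-point read 10 min after Bright-Glo addition at room temperature.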
Pol beta inh – qHTS Assay for Inhibitors of DNA Polymerase Beta | Pol beta primer extension/strand displacement, fluorescence kinetic | P06746 | AID 485314, 2010 | 340,000 compounds, 1.3% hits | Potency, µM (series often up to 114 µM), without a hit: at the top dose activity change, negative = inhibition, hits mostly inhibitors; note: potency is the fitted concentration of half-maximal effect; % is set by controls: 0 for no effect and ±100 for the full control effect
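Human Pol beta at 10 nM; strand-displacement substrate 50 nM final. Compound exposure 15 min at room temperature before start, reaction 10 min at room temperature.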
Pol eta inh – qHTS for Inhibitors of Polymerase Eta. DNA polymerase eta (Homo sapiens), Q9Y253. recombinant Pol eta, fluorescent DNA replication assay. Potency, µM (highest dose often 114 µM), for inactives: at the top dose activity change, negative = inhibition, hits mostly inhibitors. 390,000 compounds, 1.2% hits; note: potency is the fitted concentration of half-maximal effect; % is set by controls: 0 for no effect and ±100 for the full control effect
Target sequence (Q9Y253 whole entry, looked up): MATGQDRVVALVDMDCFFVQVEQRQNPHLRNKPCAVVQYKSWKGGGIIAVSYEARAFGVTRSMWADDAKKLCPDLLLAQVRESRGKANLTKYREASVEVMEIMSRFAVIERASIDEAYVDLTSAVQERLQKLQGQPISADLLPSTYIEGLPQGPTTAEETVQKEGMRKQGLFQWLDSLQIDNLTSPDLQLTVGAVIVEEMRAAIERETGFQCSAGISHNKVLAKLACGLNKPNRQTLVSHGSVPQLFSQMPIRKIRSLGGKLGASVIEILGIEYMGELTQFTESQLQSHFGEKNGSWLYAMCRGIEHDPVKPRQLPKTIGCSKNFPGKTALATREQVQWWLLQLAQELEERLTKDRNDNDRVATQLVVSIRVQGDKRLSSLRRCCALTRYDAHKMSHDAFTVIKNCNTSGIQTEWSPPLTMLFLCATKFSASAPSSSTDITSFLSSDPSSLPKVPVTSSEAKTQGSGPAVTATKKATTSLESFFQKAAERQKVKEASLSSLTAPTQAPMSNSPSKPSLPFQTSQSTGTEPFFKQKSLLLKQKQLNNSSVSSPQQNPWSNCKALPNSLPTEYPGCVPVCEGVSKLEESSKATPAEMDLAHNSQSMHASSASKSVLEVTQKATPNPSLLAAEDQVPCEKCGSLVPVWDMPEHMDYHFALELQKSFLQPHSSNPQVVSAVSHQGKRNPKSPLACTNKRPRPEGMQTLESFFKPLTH
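Pol eta (10 nM) was preincubated with compounds for 15 min at room temperature, after which fluorescent replication substrate (50 nM final) was added to start the reaction. Fluorescence was read kinetically at 0 and 10 min.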
Pol kappa inh – qHTS for Inhibitors of Polymerase Kappa; 400,000 compounds, 0.53% hits; Potency, µM (titrated, usually from 107 µM), for the others: at the top dose activity, negative = inhibition, actives largely listed as inhibitors; DNA polymerase kappa (Homo sapiens), Q9UBT6; purified Pol kappa, fluorescent DNA synthesis assay, 10 min; note: potency is the fitted concentration of half-maximal effect; % is set by controls: 0 for no effect and ±100 for the full control effect
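Activity was followed as the change in fluorescence between reads at 0 and 10 min after starting the reaction with 50 nM substrate. Beforehand, 10 nM polymerase had been preincubated with compound for 15 min at room temperature.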
LDHA block – qHTS assay for inhibitors of human lactate dehydrogenase | 480,000 compounds, 0.15% hits | AID 1347041, 2019 | activity change, % (values are at about 110 or 230 µM) | purified LDHA, NADH/diaphorase-resazurin fluorescence; hits give low values | L-lactate dehydrogenase A chain (Homo sapiens), P00338; in the data active = activity change below about -30%; inconclusive = mostly about -25% to -30%;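 note: plate controls were DMSO wells for no effect and wells without enzyme for full effect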
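LDH5 2 nM; NADH 0.06 mM, pyruvate 0.2 mM; 200 mM Tris pH 7.4, EDTA, Tween-20; 5 min RT. Detection: diaphorase 0.133 mg/mL + resazurin 37 µM, fluorescence ex540/em590 at 0 and 20 min; normalized to enzyme-free and DMSO wells.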
POLI inh – qHTS for Inhibitors of Polymerase Iota; 390,000 compounds, 1% hits; Potency, µM (titrated, usually from 115 µM), inactives show at the highest dose activity, negative = inhibition, usual class: inhibitors; AID 588590, 2011; Pol iota fluorescent replication assay, 10 min; note: potency is the fitted concentration of half-maximal effect
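Pol iota at 10 nM preincubated 15 min with compounds at room temperature; reaction started with fluorescent substrate, 50 nM final. Fluorescence read kinetically at 0 and 10 min; buffer-only wells as negative control.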
APE1 inh – qHTS Assay for Inhibitors of the Human Apurinic/apyrimidinic Endonuclease 1 (APE1). Potency, µM (series often up to 65.8 µM), for inactives: at the top dose activity change, negative = inhibition, usual class: inhibitors. AID 2517, 2012. 350,000 compounds, 0.35% hits. recombinant APE1, TAMRA/BHQ-2 abasic DNA cleavage fluorescence;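 note: potency is the fitted concentration of half-maximal effect; plate controls were vehicle for no effect and reference inhibitor for full effect; nearly all actives have a fitted effect of over 55% in size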
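Incision of a quenched TAMRA/BHQ-2 THF abasic-site duplex (50 nM) by 0.75 nM APE1, after 15 min compound preincubation, measured as fluorescence increase over three 60 s reads. Values normalized to buffer, DMSO and NSC13755 control wells.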
Apoferritin bind – qHTS Assay for Identification of Novel General Anesthetics | Ferritin light chain (Equus caballus), P02791 | apoferritin/1-aminoanthracene competitive binding, fluorescence | Potency, µM (titrated, usually from 77.5 µM), for the others: at the top dose activity change, negative = displacement, usual class: inhibitors | 350,000 compounds, 0.074% hits; note: potency is the fitted concentration of half-maximal effect; % is set by controls: 0 for no effect and ±100 for the full control effect; nearly all actives have a fitted effect of over 20% in size
Target sequence (P02791 2-175 limits assumed): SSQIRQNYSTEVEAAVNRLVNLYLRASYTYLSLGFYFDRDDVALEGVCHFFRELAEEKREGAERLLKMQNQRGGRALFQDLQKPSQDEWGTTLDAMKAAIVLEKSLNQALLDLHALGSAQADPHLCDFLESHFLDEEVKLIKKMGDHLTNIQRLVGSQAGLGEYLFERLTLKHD
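Read-out: endpoint 1-AMA fluorescence, excitation 380 nm and emission 535 nm, after compounds sit 10 min at room temperature with 10 uM horse-spleen apoferritin in 50% saturated 1-AMA/PBS. Values come from four-parameter Hill fits.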
BLM inh – qHTS Assay for Inhibitors of Bloom's syndrome helicase (BLM) | 350,000 compounds, 0.2% hits | recombinant BLM DNA unwinding, fluorescence dequenching | RecQ-like DNA helicase BLM (Homo sapiens), P54132 | Potency, µM (titrated, usually from 56.1 µM), without a hit: at the highest dose activity change, negative = inhibition, hits mostly inhibitors;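 note: potency is the fitted concentration of half-maximal effect; plate controls were vehicle for no effect and no enzyme for full effect; nearly all actives have a fitted effect of over 35% in size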
* = called active by the depositor; ? = inconclusive; / = no result given; [ ] = dose if it differs, or a comment. Unless noted, calls come from the whole dose curve; as a rule, active = well fitted curve in the direction sought with a large enough effect; inconclusive = small, poorly fitted or top-dose-only effect, or another doubt; inactive = no such curve, though single readings can be large; an effect the other way counts as inactive or inconclusive. This is a subset, so the mix of outcomes need not match the whole.

SMILES | GRP78 ERSR act | Pol beta inh | Pol eta inh | Pol kappa inh | LDHA block | POLI inh | APE1 inh | Apoferritin bind | BLM inh
COc1ccccc1N1C[C@@H]2C[C@@H](c3ccco3)N3CCC[C@@]23C1=O | -0.3% | 18.4% | -15.9% | 1.0% | 1.7 | 25.2% | 1.9% | -14.3% | -2.1%
CC1Cc2ccccc2N1S(=O)(=O)c1cccc(C(=O)NC2CC2)c1 (stereo unspecified) | -6.4% | 29.2% | -21.5% | -3.2% | -2.1 | 10.2% | -1.1% | -10.9% | -3.0%
CN(C)CCCNC(=O)c1ccccn1 | -3.6% | 7.6% | -6.2% | -5.9% | -8.2 | 11.1% | -0.5% | -8.5% | -0.9%
CCc1ccc2c(CN3CCN(S(=O)(=O)c4cccs4)CC3)cc(=O)oc2c1 | 1.8% | 25.6% | -9.2% | -14.7% | 0.0 | -11.9% | 1.0% | 1.6% | 1.1%
Cc1ccc(-n2ncc3c(SCC(=O)NNC(=O)c4ccco4)ncnc32)cc1 | -2.7% | 3.3% | -16.8% | -9.1% | -5.3 | -19.0% | 3.6% | -7.6% | -4.9%
CN(C)C(=O)c1cc(S(=O)(=O)N(C)C)c(Cl)cc1N1CCCC1 | -3.1% | 27.8% | -5.4% | 11.2% | 1.4 | 81.0%[activator] | 9.9% | -10.3% | -0.8%
Cc1cc(C)cc(OCC(=O)OC(C)C(=O)Nc2ccc(Cl)cn2)c1 (stereo unspecified) | -2.0% | / | -10.4% | -1.3% | -4.0 | 4.7% | 15.9% | / | /
C#CCNc1nc(CC)nc2c1nnn2Cc1ccccc1F | -3.5% | 10.4% | -18.2% | 11.6% | 0.3 | -6.4% | 1.4% | -7.2% | -3.4%
COc1ccc(OC)c(NC(=O)CCN2C(=O)c3ccccc3C2=O)c1 | -2.6% | ? | -7.9% | 5.0% | 0.7 | 38.3%[activator] | -14.2% | -6.1% | 1.7%
Cc1ccccc1C(=O)OCC(=O)NCc1ccco1 | 0.2% | / | ? | -32.5% | -5.3 | 50.1µM* | ? | / | /
CC(=O)CC(c1ccccc1)S(=O)(=O)c1ccc(C)cc1 (stereo unspecified) | 2.6% | -25.1% | 10.0% | -0.5% | -3.2 | 17.0% | 5.9% | -13.2% | 0.7%
Clc1ccccc1CSc1nnc(-c2ccco2)c(-c2ccco2)n1 | -2.6% | 4.47µM* | 25.1µM* | 35.5µM* | 10.2 | 14.1µM* | ? | ? | 14.1µM*
COc1ccc(-c2c[n+]3c(n2-c2ccc(C)cc2)CCCCC3)cc1 | -3.8% | 0.3% | -8.4% | 10.9% | 0.8 | 28.2% | -0.5% | -10.7% | 4.2%
Cc1ccc(CNCCCSc2nc(C)cc(C)n2)cc1 | -1.4% | 15.8% | -2.5% | -2.6% | -3.2 | -0.1% | -0.8% | -4.3% | 4.5%
COCCNC(=S)N/N=C(\C)c1ccc2cc(OC)ccc2c1 | -1.8% | 10.3% | -18.2% | -6.0% | 2.7 | -4.2% | 5.1% | -9.6% | -8.4%
COc1cc2c(cc1OC)CN(c1ccc(C(N)=O)cc1[N+](=O)[O-])CC2 | 1.3% | ? | -9.8% | -17.0% | 0.2 | 75.7%[activator] | 6.2% | -13.3% | -0.9%
CCC(=O)Nc1c(C)ccc2nsnc12 | -2.7% | -0.8% | 3.5% | 2.8% | 0.3 | 7.5% | -1.0% | -7.2% | -3.8%
COc1ccc(-c2cn(CCCOCc3ccccc3)nn2)cc1 | -1.3% | 1.6% | -2.1% | 1.4% | -2.4 | -0.1% | 66.1%[activator] | -15.6% | 1.2%
COc1ccc(CCNC(=O)C(=O)Nc2ccc3c(c2)OCO3)cc1OC | 4.5% | 27.4% | -17.2% | -1.9% | -7.3 | 123.8%[activator] | 9.9% | -3.2% | 0.8%
CCN(CC)C(=O)/C(=C/c1ccc2c(c1)OCO2)NC(=O)c1ccc(Br)cc1 | 0.5% | ? | -6.6% | -11.2% | -2.7 | 51.6%[activator] | 3.2% | -4.6% | -0.9%
COCCCNC(=O)CNC(=O)c1cn(-c2ccccc2OC)c(=O)c2ccccc12 | -1.1% | 48.5% | -16.2% | 7.4% | -0.3 | 5.9% | 17.6% | -1.2% | -10.6%
COc1ccccc1N1CCN(C(=O)c2cccs2)CC1 | 5.6% | 33.0% | -10.7% | -1.2% | -3.4 | 25.8% | 5.6% | -1.5% | -6.2%
CCOc1ccc(-c2nc3n(c(=O)c2C#N)CCS3)cc1 | -2.1% | -0.8% | -14.5% | -1.0% | -8.4 | 77.1%[activator] | ? | -7.2% | -5.9%
CS(=O)(=O)NCC(c1cccnc1)N1CCN(c2ccc(F)cc2)CC1 (stereo unspecified) | 0.1% | 10.5% | -5.5% | 0.9% | 7.3 | 4.5% | 1.2% | 7.7% | 2.0%
COc1ccc2nc(/C(C#N)=C\c3ccc(C(=O)O)cc3)[nH]c2c1 | 16.2% | -1.7% | 22.4µM* | -19.5% | 16.7 | 57.4%[activator] | 13.3% | 260.2%[activator] | -12.7%
COc1ccc(-c2nc3ccccc3n2OCC(=O)O)cc1 | -0.7% | 27.2% | -17.8% | 4.2% | -12.2 | 4.4% | 2.1% | -5.7% | -3.1%
CC(C)(C)c1cnnn1-c1ccc(/C=N/Nc2ccc([N+](=O)[O-])cc2)cc1 | -0.1% | 1.4% | -0.7% | -2.2% | -4.4 | ? | -10.3% | -1.2% | -3.1%
O=C(c1ccccc1)N1N=C(c2ccccc2)CC1(O)C(F)(F)F (stereo unspecified) | -3.7% | 21.6% | -13.6% | -2.3% | -2.9 | -3.6% | -4.9% | 3.8% | -3.9%
CC(=O)c1cccc(NC(=O)c2c(C)nn(-c3ccccc3)c2Cl)c1 | 1.6% | 5.3% | -20.3% | -3.0% | -4.7 | 20.1% | 0.0% | -10.8% | -4.3%
N#CC1=C(N)Oc2n[nH]c(-c3ccccc3)c2C1c1cccc(OC(=O)N2CCOCC2)c1 (stereo unspecified) | -4.7% | 16.3% | -15.7% | -15.6% | 1.6 | 9.4% | 0.4% | -21.1% | -8.2%
CCOC(=O)c1ccccc1NC(=O)C1CC(=O)N(C(C)(C)C)C1 (stereo unspecified) | -1.9% | 29.9% | -13.7% | -11.3% | -5.4 | 12.8% | 35.3% | -10.5% | -8.5%
CC1(Cn2ccnn2)[C@H](C(=O)O)N2C(=O)C[C@H]2S1(=O)=O (stereo partly specified) | -3.0% | / | / | -2.0%[60.1 µM] | / | / | / | -11.2% | 1.7%
NC(=O)COC(=O)c1ccc(-c2ccc(O)cc2)cc1 | 2.7% | -19.5% | -11.6% | -17.4% | -14.0 | 15.6% | 0.5% | -2.8% | -7.3%
O=C(COC(=O)c1cc(S(=O)(=O)N2CCOCC2)c(Cl)cc1Cl)NCc1ccco1 | -3.1% | / | ? | -35.4% | 1.5 | ? | 1.8% | / | /
C/C(CC(=O)NC12CC3CC(CC(C3)C1)C2)=N\NC(=O)c1ccc(C)cc1 | 0.8% | 18.1% | 4.9% | -14.4% | -0.9 | 98.2%[activator] | -7.2% | ? | -5.0%
CCc1nnc(NS(=O)(=O)c2ccc(NC(=O)/C=C/c3ccc(F)cc3)cc2)s1 | -2.3% | -26.4% | -11.9% | -4.8% | -7.2 | 5.4% | 1.9% | 5.3% | 1.0%

Compound profiles, from the list above:
COCCNC(=S)N/N=C(\C)c1ccc2cc(OC)ccc2c1 is listed with GRP78 ERSR act = -1.8%; Pol beta inh = 10.3%; Pol eta inh = -18.2%; Pol kappa inh = -6.0%; LDHA block = 2.7; POLI inh = -4.2%; APE1 inh = 5.1%; Apoferritin bind = -9.6%; BLM inh = -8.4%
COc1ccc2nc(/C(C#N)=C\c3ccc(C(=O)O)cc3)[nH]c2c1 is listed with GRP78 ERSR act = 16.2%; Pol beta inh = -1.7%; Pol eta inh = 22.4µM*; Pol kappa inh = -19.5%; LDHA block = 16.7; POLI inh = 57.4%[activator]; APE1 inh = 13.3%; Apoferritin bind = 260.2%[activator]; BLM inh = -12.7%

Following part
SMILES | GRP78 ERSR act | Pol beta inh | Pol eta inh | Pol kappa inh | LDHA block | POLI inh | APE1 inh | Apoferritin bind | BLM inh
CCOC(=O)c1ccc(NC(=S)N(CCN(C)C)C(C)c2ccncc2)cc1 (stereo unspecified) | -2.3% | 7.7% | -21.9% | 1.1% | -15.2 | 25.7% | 21.0% | 4.9% | -6.4%
N#CC1(C#N)C2=C(CCCC2)NC(c2ccccc2)C1(C#N)C#N (stereo unspecified) | / | 52.4% | / | / | / | / | -9.9% | -7.8% | -9.8%
O=C(CCSc1ccccc1)NCCSCc1ccco1 | 1.3% | ? | ? | -5.9% | -4.4 | 2.0% | 2.8% | 1.6% | -5.1%
CCOc1ccccc1N(CC(=O)NCCSc1ccccn1)S(=O)(=O)c1ccccc1 | -3.5% | 1.6% | -19.8% | -3.6% | -3.0 | 115.9%[activator] | 70.1%[activator] | 2.6% | -3.1%
O=C(CSc1nc2sc3c(c2c(=O)n1-c1ccccc1)CCCC3)N/N=C/c1ccccc1C(=O)O | 0.8% | ? | 50.1µM* | -2.2% | -2.5 | ? | 10.6µM* | 4.3% | ?
O=C(CCCN1C(=O)/C(=C\c2ccccc2)SC1=S)Nc1ccc(O)cc1C(=O)O | -5.9% | 5.1% | -23.5% | 5.2% | 1.0 | 27.8% | -24.5% | ? | -4.1%
